SIAH1 antagonists – Siah-1 peptide-binding antagonists, primary screen, biochemical, fluorescence polarization, rhodamine-plectin, uHTS (AID 1817); displacement, % at 20 µM; hits with a dose series show IC50 in µM; Siah-1 / rhodamine-plectin peptide fluorescence polarization; higher % means a stronger effect; 290,000 compounds, 0.02% hits; E3 ubiquitin-protein ligase SIAH1 (Homo sapiens);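 active = displacement of at least 50% at 20 µM, with a fluorescence ratio check between 0.3 and a set limit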;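 note: plate controls were Siah plus tracer with DMSO for no effect and tracer alone without Siah for full effect; strong numbers were not always called active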
Dynein cargo inh – inhibitors of GR-EGFP nuclear translocation, primary screen, dynein cargo transport inhibitor project, imaging, high-content, 3617.4 mouse cells. test concentration mostly 20 µM; stimulated with dexamethasone, 1 µM; hits give low values. z-score, hits read low. 220,000 compounds, 0.47% hits. AID 1381, 2008;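 active = plate z-score of nuclear minus cytoplasmic receptor signal below a set negative limit, without overly bright fluorescence or cell loss, cut at about -3.5 in these data, passing the limit was not always enough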;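 note: z-score of nuclear minus cytoplasmic ring GR-EGFP intensity difference per well; some compounds called inactive have numbers as strong as hits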
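Also added: dexamethasone, 1.0 µM final. Medium: tet-free, stripped-serum medium. Detection: fixed, Hoechst-stained cells imaged at 10x for EGFP. Read-out: nuclear-to-cytoplasmic GR-EGFP distribution per well. Times: induction 48 h, compound 1 h, agonist 30 min.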
M17LAP inhibition – P. falciparum M17LAP inhibitors, primary screen, biochemical, fluorogenic H-Leu-NHMec substrate, 1536-well (AID 1619); recombinant M17LAP, H-Leu-NHMec fluorogenic kinetic assay; higher % means a stronger effect; one-dose inhibition, % at 30 µM; IC50 in µM for titrated hits; 220,000 compounds, 0.38% hits;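 active = compound inhibiting the enzyme by more than half at any dose during confirmatory dose-response retesting; inconclusive = strong single-dose inhibitors picked by rank but not retested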;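 note: plate controls were full reaction with DMSO carrier for no effect and no enzyme background for full effect; strong numbers were not always called active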
PMI inhibitors – inhibitors of human PMI, primary screen, biochemical, fluorescence intensity, coupled assay (AID 1209); Mannose-6-phosphate isomerase (Homo sapiens); purified PMI enzyme, coupled fluorescence intensity; higher % means a stronger effect; inhibition, % at 20 µM; hits with a dose series show IC50 in µM; 190,000 compounds, 0.42% hits;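 note: plate controls were DMSO vehicle for no effect and wells lacking substrate for full effect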
AID2073 – inhibitors of Mint1-CaV2.2 protein interaction, biochemical, HTRF (AID 2073); HTRF protein-protein interaction, Mint1-CaV2.2; higher % means a stronger effect; one-dose inhibition, % at 20 µM; IC50 in µM for titrated hits; 290,000 compounds, 0.19% hits; in the data active = inhibition mostly above about 51%, no sharp cut-off; inconclusive = no clear call, values can overlap the other calls; inactive = mostly below about 53%; note: some results filed as inactive read as strong as hits
human PMI inhibitors – human PMI inhibitors, high substrate, primary screen, biochemical, fluorescence intensity, high mannose 6-phosphate (AID 1220) | Mannose-6-phosphate isomerase (Homo sapiens) | recombinant PMI enzyme, coupled fluorescence intensity; higher % means a stronger effect | 190,000 compounds, 0.66% hits | inhibition, % at 20 µM; hits with a dose series show IC50 in µM
M1AAP inhibition – P. falciparum M1AAP inhibitors, biochemical, fluorogenic H-Leu-NHMec substrate, 1536-well (AID 1445). Aminopeptidase N (Plasmodium falciparum (isolate 3D7)). 220,000 compounds, 0.42% hits. recombinant M1AAP, H-Leu-NHMec fluorogenic kinetic assay; higher % means a stronger effect. inhibition, % at 30 µM; hits with a dose series show IC50 in µM;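 active = primary inhibition above the hit cutoff, then over 50% inhibition at one or more dose response concentrations, cut at about 23% in these data, passing the limit was not always enough; inconclusive = conflicting primary data, or primary hits not chosen for dose response; inactive = low primary inhibition, or under 50% at every dose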;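 note: plate controls were DMSO full reaction for no effect and no enzyme background for full effect; strong numbers were not always called active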
LYP inhibition – inhibitors of LYP phosphatase, biochemical, fluorescence intensity, uHTS (AID 1779); recombinant LYP phosphatase, fluorescence intensity; higher % means a stronger effect; 290,000 compounds, 0.054% hits; Tyrosine-protein phosphatase non-receptor type 22 (Homo sapiens); inhibition, % at 11.5 µM, or IC50 in µM where a hit was titrated;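 note: plate controls were vehicle with enzyme for no effect and no enzyme for full effect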
XIAP antagonists – XIAP antagonists, biochemical, IAP family, fluorescence polarization (AID 1018); E3 ubiquitin-protein ligase XIAP (Homo sapiens); XIAP BIR domain, fluorescence polarization peptide displacement; higher % means a stronger effect; one-dose displacement, % at 20 µM; IC50 in µM for titrated hits; 200,000 compounds, 0.007% hits; in the data active = displacement above about 50%; note: a part of the inactive calls stands beside numbers as strong as those of hits
Dynein cargo inh cytoplasmic EGFP – recorded beside Dynein cargo inh, whose call it bears; z-score; measured here: cytoplasmic GR-EGFP intensity; hits give high values
Dynein cargo inh nuclear GR-EGFP – further read-out of Dynein cargo inh, marked with its call; z-score; measured here: nuclear GR-EGFP intensity;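 lower value marks the stronger effect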
Dynein cargo inh cell count – recorded beside Dynein cargo inh, whose call it bears; z-score; measured here: cell count per field
* hit, by the source's call; i = inactive; ? = inconclusive; / = no result given. Cut-off read from the data, not from the text of the source, unless noted: active = inhibition above about 50%; inactive = the rest. No enrichment for hits. Share with any hit: about 2.1%.

LYP inhibition	Dynein cargo inh	Dynein cargo inh cell count	human PMI inhibitors	Dynein cargo inh nuclear GR-EGFP	M1AAP inhibition	AID2073	M17LAP inhibition	Dynein cargo inh cytoplasmic EGFP	Structure	SIAH1 antagonists	PMI inhibitors	XIAP antagonists
-5%	0.61	0.76	-10%	0.76	11%	1%	9%	-0.17	COc1ccccc1C(=O)NC(CCSC)C(=O)OCC(=O)NC(=O)NCc1ccco1 (stereo unspecified)	-2%	-18%	-3.6%
-4%	0.87	-0.064	-6%	0.63	4%	-7%	15%	-0.34	COc1cc(C=O)cc(Br)c1OCC(N)=O	11%	-2%	5.7%
-4%	0.73	-0.24	10%	0.63	2%	9%	7%	-0.27	O=C(CCC1CCCN(C(=O)c2ccncc2)C1)NCc1ccc(F)c(F)c1 (stereo unspecified)	0%	17%	-6.4%
3%	/	/	16%	/	/	11%	/	/	Cc1ccc(-c2nsc3c(N4CCN(C(=O)c5ccco5)CC4)ncnc23)cc1	0%	13%	-4.1%
6%	-0.075	-0.33	2%	0.21	10%	1%	7%	-0.14	COc1cccc(NC(=O)NC2CCCCC2C)c1 (stereo unspecified)	0%	6%	-12%
3%	-0.39	0.2	-3%	0.036	5%	6%	11%	-0.13	CCOC(=O)CC1=C(C(=O)OCC)C(c2ccncc2)C(C#N)=C(N)O1 (stereo unspecified)	0%	-2%	0.8%
1%	-0.15	0.057	18%	-0.3	-3%	-8%	2%	-0.17	O=C(O)CC(NC(=O)c1ccncc1)c1ccccc1 (stereo unspecified)	-4%	7%	-3.3%
-6%	1.2	-1.5	/	1.6	-1%	4%	2%	-0.12	Nc1nc2c(c(=O)[nH]1)C(c1ccccc1)C1=C(N2)c2ccccc2C1=O (stereo unspecified)	-6%	/	/
-8%	-1.2	0.9	3%	0.074	5%	-6%	-3%	3.3	COc1ccc(S(=O)(=O)N(C)c2ccc(OCC(=O)Nc3cc(C)on3)cc2)cc1	4%	-5%	0.5%
-5%	-0.36	0.39	19%	-0.19	2%	2%	2%	-0.25	C=CCOc1c(CNc2nccs2)cccc1OCC	2%	25%	5.5%
-1%	-0.26	-0.52	-5%	-0.25	-9%	0%	10%	-0.15	Cn1c(=O)[nH]c(NC2CCCCC2)c(N=O)c1=O	2%	-1%	-0.7%
-7%	0.71	0.54	-2%	0.65	-4%	-4%	3%	0.047	CCOC(=O)c1[nH]c2ccc(Cl)cc2c1-c1ccccc1	-5%	0%	-6.9%
-2%	-0.15	0.52	12%	-0.033	17%	-17%	-9%	-0.3	CN(C)c1ccc(/C=N/NC(=O)CNC(=O)c2ccco2)cc1	-4%	1%	2.3%
-7%	0.17	-0.31	-8%	-0.27	5%	6%	3%	-0.24	CC(C)(C)C(=O)Nc1ccccc1C(=O)Nc1ccncc1	2%	-4%	-3.1%
-9%	-0.27	0.55	-5%	-0.32	2%	5%	1%	-0.3	CC(C)CC1CCCCC1OC(=O)CN1CCCCC1 (stereo unspecified)	-8%	-6%	-3.0%
0%	15	-5.2	-10%	22	0%	42%	?	39	CC(C)Oc1ccc(-c2nn(-c3ccccc3)cc2/C=c2\sc3ncnn3c2=O)cc1	0%	-5%	-1.1%
-7%	-0.052	-0.38	/	-0.35	-3%	-4%	20%	-0.76	O=C(NN1CCOCC1)c1cn(-c2ccccc2)nc1-c1cccs1	3%	/	/
-6%	0.6	0.39	-4%	0.33	-1%	14%	19%	-0.087	NC(=O)c1nsc(C(=O)N(CC(=O)NCc2ccco2)c2ccccc2F)c1N	-3%	-5%	1.8%
-10%	0.35	-1.3	10%	0.7	-2%	-5%	19%	-0.21	COc1ccc(-n2c(SCC(=O)OC(C)C)nnc2-c2ccccn2)cc1	-3%	9%	-8.1%
-6%	-0.17	0.62	-3%	-0.28	2%	-12%	1%	-0.32	Cn1nc2c(c1C(=O)N1CCCC(C(=O)c3cc(F)ccc3F)C1)CCCC2 (stereo unspecified)	-4%	2%	2.6%
0%	-0.67	1.2	11%	-0.49	/	16%	/	-0.099	COC(=O)c1ccc(N2C(=O)c3ccc(OC)c(OC)c3C2=O)cc1	-1%	8%	-3.4%
-2%	/	/	6%	/	-1%	9%	4%	/	COc1ccc(S(=O)(=O)NCCc2c(C)nn(C)c2Oc2ccccc2)cc1	-2%	7%	-9.3%
-6%	-0.6	0.89	-8%	-0.31	8%	14%	38%	-0.36	CCn1c(C(=O)O)c(CC(=O)NC2CCCCCC2)c2ccccc21	1%	-15%	-4.2%
-8%	2	-2	13%	1.1	3%	18%	-3%	-0.087	COc1ccc(-c2cc(C(=O)OCC(=O)Nc3cc(C)on3)c3ccccc3n2)cc1OC	-1%	17%	-7.5%
-5%	-1.2	0.83	-20%	-0.5	20%	25%	7%	-0.32	COc1ccc(C2CC(c3cccs3)=NN2c2ccccc2)cc1 (stereo unspecified)	-2%	-28%	-6.2%
-2%	0.76	0.56	-6%	0.5	3%	9%	1%	-0.32	COc1ccc(CNC(=O)Nc2ccc3c(c2)N(C)C(=O)CS3)cc1	2%	-12%	-4.5%
-6%	1.2	-0.36	3%	0.66	1%	3%	-19%	-0.33	Nc1nonc1C(=O)OCC(=O)N1CCOCC1	0%	-1%	-5.0%
-34%	0.95	-0.22	/	0.42	?	37%	i	-0.21	Cc1cc(=O)oc2cc(NS(=O)(=O)c3ccc(F)cc3)ccc12	26%	/	/
-3%	-1	1.3	-1%	-0.49	-1%	9%	-4%	0.11	Cn1cc(CC(=O)NC2CCCCC2)c2ccccc21	12%	-4%	-8.6%
-6%	0.53	-0.16	-1%	0.45	-2%	-4%	0%	-0.33	CC(NC(=O)COC(=O)c1ccc2ccccc2n1)C1CC2CCC1C2 (stereo unspecified)	7%	-1%	3.4%
6%	0.062	-0.33	19%	0.3	1%	-17%	-4%	-0.25	COc1cc(/C=N/NC(=S)Nc2cccc(S(=O)(=O)N(C)C)c2)cc(OC)c1O	13%	32%	-6.0%
2%	-0.47	0.84	8%	-0.37	5%	-10%	2%	-0.19	O=S(=O)(Nc1ccc2nc(-c3ccc(Br)o3)[nH]c2c1)c1ccccc1	4%	4%	-7.6%
-12%	0.043	0.72	-8%	-0.39	14%	5%	-1%	-0.34	CCC(CC)NC(=O)c1cccc(NC(=O)C(C)C)c1	15%	-11%	-6.0%
-3%	0.32	-1.7	12%	0.52	-2%	18%	-6%	-0.22	COc1ccccc1-c1nc2ccccc2nc1-c1ccccc1	1%	11%	-3.2%
3%	0.25	0.55	15%	0.35	-3%	-1%	3%	1.2	Cn1c(=O)c2c(nc(N3CCN(c4ccccc4)CC3)n2CCCc2ccccc2)n(C)c1=O	-2%	19%	-6.0%
4%	0.62	-0.14	0%	0.75	6%	8%	3%	-0.24	Cc1ccc(Cn2nnc3c(=O)n(CC(=O)NCc4ccc5c(c4)OCO5)cnc32)cc1	9%	-4%	1.6%
-10%	-0.7	0.29	-8%	-0.25	8%	14%	6%	-0.35	Cc1ccc(S(=O)(=O)NC(=O)COc2ccccc2)cc1	8%	-4%	-4.6%
-7%	-0.092	-0.05	4%	0.21	1%	-2%	-2%	-0.06	CS(=O)(=O)N(CC(=O)NC1CCCCC1)Cc1ccc(F)cc1	5%	10%	-2.7%
-15%	-0.66	1.8	-3%	-0.29	4%	0%	-1%	-0.16	O=C(COc1ccccc1Br)N1CCN(c2ccccc2)CC1	-6%	-2%	-8.9%
-2%	1.1	-1.5	-8%	1.5	13%	13%	5%	-0.16	CCOC(=O)c1ccc(N2Cc3ccccc3C2=NC(=O)c2ccncc2)cc1	13%	-32%	-3.1%
0%	1.1	-1.2	/	1.1	10%	13%	3%	-0.15	COc1ccccc1Nc1nc2ccccc2n2cnnc12	9%	/	/
-4%	-0.41	0.46	4%	0.076	1%	42%	4%	-0.25	Cc1ccc(-c2nc(CN3CCCCC3c3cccc(F)c3)c(C)o2)o1 (stereo unspecified)	0%	5%	-3.5%
12%	0.17	-0.42	-5%	0.21	-1%	14%	-4%	-0.22	CCOCCOC(=O)COC(=O)c1ccccc1NC(=O)c1ccccc1	-3%	-9%	-23%
-6%	-0.35	0.24	44%	0.15	4%	5%	-2%	-0.38	CCOC(=O)Cn1c2ccc(F)cc2c2nc(C)sc21	-8%	10%	-2.1%
0%	-0.81	1	1%	-0.061	-6%	9%	-7%	0.18	Cc1cc(C[n+]2ccccc2)c2nsnc2c1	-3%	6%	0.6%
1%	-0.37	0.76	2%	0.16	6%	2%	2%	-0.24	Cc1c(NS(=O)(=O)c2ccc(NCC3CCCO3)c([N+](=O)[O-])c2)c(=O)n(-c2ccccc2)n1C (stereo unspecified)	0%	1%	-4.0%
-8%	-0.049	-0.47	6%	-0.042	4%	17%	-4%	-0.37	CN(C)S(=O)(=O)c1ccc(-n2cccc2)cc1	-2%	7%	-1.2%
-3%	-0.95	1.2	-38%	0.18	-2%	0%	-1%	-0.22	C/C(=N\NS(=O)(=O)c1ccc(Cl)c([N+](=O)[O-])c1)c1cc2ccccc2o1	2%	-14%	-3.1%
-6%	0.086	-1.1	-2%	-0.15	2%	9%	10%	-0.055	CC(=O)c1c(C)[nH]c(C(=O)OCC(=O)Nc2ccc(C)cc2[N+](=O)[O-])c1C	8%	13%	0.4%
-5%	-0.3	-0.001	0%	-0.3	17%	7%	4%	-0.19	O=C(Nc1cc2cc([N+](=O)[O-])ccc2oc1=O)c1cccs1	14%	-1%	-4.2%
0%	-1.1	0.7	-6%	-0.42	6%	35%	3%	-0.27	Nc1nnc(N)c2ccccc12	2%	-6%	0.2%
